AmpC inh no detg: blocks E. coli AmpC beta-lactamase in detergent-free assay; AmpC nitrocefin hydrolysis, absorbance 480 nm, 0.0001% Triton; Potency, µM (top dose mostly 57.1 µM), inactives show at the highest dose activity change, negative = inhibition, usual class: inhibitors; 330,000 tested, 0.52% active;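 note: potency is the fitted concentration of half-maximal effect; plate controls were no compound for no effect and no enzyme for full effect; nearly all actives have a fitted effect of over 20% in size; some results filed as inactive show a strong effect at the top dose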
Target sequence (P00811 whole entry, looked up): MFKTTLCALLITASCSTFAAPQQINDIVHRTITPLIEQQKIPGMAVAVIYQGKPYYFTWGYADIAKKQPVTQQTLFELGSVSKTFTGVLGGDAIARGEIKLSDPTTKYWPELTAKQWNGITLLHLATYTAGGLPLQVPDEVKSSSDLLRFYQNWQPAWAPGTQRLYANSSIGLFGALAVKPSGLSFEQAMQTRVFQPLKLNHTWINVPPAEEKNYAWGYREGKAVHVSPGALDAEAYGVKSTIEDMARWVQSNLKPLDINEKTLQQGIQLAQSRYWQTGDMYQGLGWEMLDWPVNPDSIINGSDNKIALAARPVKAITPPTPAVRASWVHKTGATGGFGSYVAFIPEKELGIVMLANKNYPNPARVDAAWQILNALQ
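20 mM phosphate pH 7.0 + 0.01% (detergent screen) or 0.0001% Triton X-100; 5.3 nM AmpC reagent; cpd preinc 15 min RT; nitrocefin (800 uM stock) to start; A480 q20 s × 4 min; Activity was normalised to no-enzyme and no-compound control wells.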
AmpC inh detg: AmpC beta-lactamase inhibition with detergent present. AID 485294. P00811. 370,000 tested, 0.041% active. Potency, µM (series often up to 114 µM), for the others: at the highest dose activity change, negative = inhibition, actives largely listed as inhibitors. AmpC hydrolysis of nitrocefin, absorbance 480 nm, 0.01% Triton;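 note: potency is the fitted concentration of half-maximal effect; 0% = no-compound wells and -100% = no-enzyme wells; nearly all actives have a fitted effect of over 25% in size; some results filed as inactive show a strong effect at the top dose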
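20 mM phosphate pH 7.0 + 0.01% (detergent screen) or 0.0001% Triton X-100; 5.3 nM AmpC reagent; cpd preinc 15 min RT; nitrocefin (800 uM stock) to start; A480 q20 s × 4 min; Activity was normalised to no-enzyme and no-compound control wells.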
HCMV inh: blocks human cytomegalovirus replication; HFF cells, HCMV-luciferase reporter, 72 h; stronger effect = lower value; activity change, negative = inhibition, % at 57.5 µM; 410,000 tested, 4.5% active; in the data active = activity change below about -60%; inconclusive = no clear call, values can overlap the other calls; inactive = above about -39%
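Cell-based, HFFs, 1000 cells/well, 16 h 37C; cpds in DMSO + HCMV-luc, MOI 1 PFU/cell; 72 h 37C; OneGlo luminescence after 5 min RT; norm. to buffer vs Salinomycin 10uM.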
AMA1 RON2 block: disrupts binding of P. falciparum AMA1 to RON2 | AlphaScreen AMA1-biotinylated RON2 peptide binding | Potency, µM (series often up to 58.2 µM), for the others: top-dose activity change, negative = inhibition, actives largely listed as inhibitors | 360,000 tested, 0.2% active;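 note: potency is the fitted concentration of half-maximal effect; 0% = vehicle wells and -100% = peptide control; nearly all actives have a fitted effect of over 45% in size; some results filed as inactive show a strong effect at the top dose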
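AMA1 (3D7) with his tag at 25 nM final met compounds first, then biotinylated RON2 peptide at 25 nM; detection used donor plus acceptor beads, 10 µg/mL apiece, read by AlphaScreen after 30 min at room temperature.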
Sm TGR block: blocks Schistosoma mansoni thioredoxin glutathione reductase. Q962Y6. purified TGR, DTNB reduction, TNB absorbance 405 nm. Potency, µM (doses to about 114 µM), without a hit: at the top dose activity change, negative = inhibition, most hits filed as inhibitors. 360,000 tested, 3% active. AID 485364; note: potency is the fitted concentration of half-maximal effect; nearly all actives have a fitted effect of over 60% in size
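Kinetic colorimetric format: TGR-catalysed, NADPH-driven DTNB reduction monitored via TNB absorbance. Enzyme dispensed at 20 nM; compound exposure 15 min at room temperature before reaction start.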
LmPK inhibitor: inhibitors of Leishmania mexicana pyruvate kinase; purified LmPK, Kinase-Glo ATP luminescence, 1 h; Potency, µM (doses to about 57.5 µM), for the others: top-dose activity change, negative = inhibition, most hits filed as inhibitors; 290,000 tested, 0.37% active; AID 1721; note: potency is the fitted concentration of half-maximal effect
Target sequence (Q27686 whole entry, looked up): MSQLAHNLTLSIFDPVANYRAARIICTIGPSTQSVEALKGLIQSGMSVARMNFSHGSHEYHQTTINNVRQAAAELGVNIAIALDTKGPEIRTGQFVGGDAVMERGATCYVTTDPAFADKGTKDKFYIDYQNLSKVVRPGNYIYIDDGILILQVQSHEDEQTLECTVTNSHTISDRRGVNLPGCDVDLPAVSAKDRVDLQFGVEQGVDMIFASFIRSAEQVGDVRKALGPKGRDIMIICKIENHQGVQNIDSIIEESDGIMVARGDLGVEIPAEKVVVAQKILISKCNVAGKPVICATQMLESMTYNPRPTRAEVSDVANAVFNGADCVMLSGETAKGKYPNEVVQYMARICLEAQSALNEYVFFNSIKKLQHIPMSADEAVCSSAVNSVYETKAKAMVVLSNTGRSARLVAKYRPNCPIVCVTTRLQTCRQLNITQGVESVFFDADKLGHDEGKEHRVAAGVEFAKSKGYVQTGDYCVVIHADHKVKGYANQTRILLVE
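Purified LmPK (0.1 nM) converted ADP (0.1 mM) to ATP with PEP (0.5 mM) in imidazole buffer pH 7.2 with KCl and MgCl2, 1 h at room temperature. ATP was read by Kinase-Glo luminescence; data normalized to uninhibited and no-enzyme controls.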
Tb PYK inh: inhibitors of Trypanosoma brucei pyruvate kinase. Potency, µM (titrated, usually from 76.8 µM), for the others: at the highest dose activity, negative = inhibition, usual class: inhibitors. Q57TT1. 410,000 tested, 0.12% active. TbPYK enzyme, Kinase-Glo Plus ATP luminescence, 45 min; note: potency is the fitted concentration of half-maximal effect; nearly all actives have a fitted effect of over 50% in size
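Activity of T. brucei pyruvate kinase was followed by Kinase-Glo Plus luminescence after the enzyme reacted 45 min at room temperature with 130 uM ADP (final) and substrate. Test compounds were added before ADP at multiple concentrations.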
An asterisk follows results filed as active; ? = inconclusive; nt = not tested or not shown; [ ] = remark or other dose. Unless noted, calls come from the whole dose curve; as a rule, active = well fitted curve in the direction sought with a large enough effect; inconclusive = small, poorly fitted or top-dose-only effect, or another doubt; inactive = no such curve, though single readings can be large; an effect the other way counts as inactive or inconclusive. Unless noted, % is set by controls: 0 for no effect and ±100 for the full control effect.

A first look (four entries):
SMILES	AmpC inh no detg	AmpC inh detg	HCMV inh	AMA1 RON2 block	Sm TGR block	LmPK inhibitor	Tb PYK inh
CN1C(=O)C(O)(CC(=O)c2ccncc2)c2ccccc21 (centres undefined)	-6%	0%	80	-11%	?	-1%	-8%
COc1ccc(-c2nc(CN3CCC(C(=O)N4CCc5ccccc54)CC3)c(C)o2)cc1OC	139%[activator]	-10%	-32	0%	-5%	11%	-1%
Cc1cc(NC(=O)CSc2nc(=O)n(CCCN(C)C)c3c2CCCC3)no1	-4%	0%	7	0%	-7%	nt	3%
CCSc1nc(-c2ccccc2)cc(=O)[nH]1	-3%	2%	1	8%	-3%	nt	-3%

Main list (from the top)
SMILES	AmpC inh no detg	AmpC inh detg	HCMV inh	AMA1 RON2 block	Sm TGR block	LmPK inhibitor	Tb PYK inh
CN1C(=O)C(O)(CC(=O)c2ccncc2)c2ccccc21 (centres undefined)	-6%	0%	80	-11%	?	-1%	-8%
COc1ccc(-c2nc(CN3CCC(C(=O)N4CCc5ccccc54)CC3)c(C)o2)cc1OC	139%[activator]	-10%	-32	0%	-5%	11%	-1%
Cc1cc(NC(=O)CSc2nc(=O)n(CCCN(C)C)c3c2CCCC3)no1	-4%	0%	7	0%	-7%	nt	3%
CCSc1nc(-c2ccccc2)cc(=O)[nH]1	-3%	2%	1	8%	-3%	nt	-3%
O=C(N/N=C/c1ccc(Br)s1)c1ccco1	-12%	-7%	51	13%	1%	-4%	-2%
COc1ccc(C2CC(c3ccccc3)=NN2C(=O)COC(=O)c2cnc(Cl)c(Cl)c2)cc1 (centres undefined)	-3%	?	?	11%	-12%	-5%	-1%
C#CCNc1ccncc1S(=O)(=O)NC(=O)NC(C)C	-16%	-5%	-1	-3%	22µM*	-6%	-7%
Cc1cc(OCC(=O)N[C@H](C(=O)O)c2ccccc2)c2c3c(c(=O)oc2c1)CCC3	-36%	-8%	22	1%	-1%	1%	-1%
COc1cc(/C=C/C(=O)OCC(=O)NC(=O)NC(C)C)cc(OC)c1OC	-8%[11.4 µM]	7%	134	0%	1%	5%	-6%
CC1(C)c2ccccc2C(=O)c2ccccc21	nt	nt	-27	20%	nt	nt	0%
COC(=O)C1=C(N)OC2=C(C(=O)CC(C)(C)C2)C1c1cccnc1 (centres undefined)	-30%	?	23	-4%	-30%	-5%	-1%
Cc1ccc(NC(=O)c2c(NC(=O)CCC(=O)O)sc3c2CCCCC3)cc1	-56%	4%	-1	-2%	-17%	4%	-19%
O=C(CNC(=O)c1sc2ccccc2c1Cl)NCc1ccc(F)cc1	-14%	-1%	-32	-17%	-6%	nt	6%
CCNC(=S)Nc1cccc(S(=O)(=O)Nc2ccccc2OC)c1	-28%	0%	-24	-5%	1.8µM*	7%	2%
COc1ccc2nc(C)cc(Nc3ccc(Cl)c(Cl)c3)c2c1	nt	-9%	-106*	nt	0%	nt	-3%
Cc1ccccc1OCCSc1nc(C)c(Cc2ccccc2)c(=O)[nH]1	nt	-7%	77	nt	5%	nt	2%
O=C(NC1CCSc2ccccc21)c1cccc(Cl)c1 (centres undefined)	45%	-5%	-13	-8%	7.9µM*	-2%	-1%
Cc1ccccc1OCC(=O)Nc1ccc2nc(SCCOc3ccccc3)sc2c1	nt	21%	-19	nt	15%	nt	1%
CCn1c(SCC(=O)Nc2nc(C)cs2)nnc1-c1ccoc1C	-7%	6%	21	-8%	-11%	3%	4%
COc1ccc(C(=O)NCc2nnc(SCC(=O)NC3CCCC3)o2)cc1	-1%	-1%	-28	-2%	20%	2%	1%
CCN(C(=O)CSc1cccc[n+]1[O-])C1CCCCC1	-13%	nt	0	-11%	nt	nt	1%
CC1CN(C(=O)c2cc3ccccc3cc2O)CC(C)O1 (centres undefined)	1%	0%	5	-11%	-7%	nt	-9%
CCOc1ccc(-c2cnc3ccccc3n2)cc1	-2%	-4%	-39	13%	14%	?	-12%
Cc1cccc(Cn2c(SCc3ccc(C(=O)NCCc4ccccc4)cc3)nc3ccncc32)c1	nt	-2%	-25	nt	-1%	nt	1%
NC(=O)C1CCN(C(=O)OCc2ccccc2)CC1	-14%	-1%	-1	-2%	-19%	1%	-6%
COc1cc(OC)c(S(=O)(=O)NC(C)C)cc1C(=O)O	-11%	1%	-2	0%	12%	-6%	0%
O=C(NCc1cccc(Cl)c1)C(=O)Nc1ccc2nc3n(c(=O)c2c1)CCCCC3	nt	13%	16	nt	-2%	nt	3%
CCOC(=O)c1c(C)[nH]c(C(=O)CSc2nnnn2-c2ccccc2)c1C	-21%	-3%	?	7%	0%[11.4 µM]	13%	4%
CCN(CC)c1ccc2c(O)cc(=O)oc2c1	25µM*	?	20	6%	3%	3%	4%
COc1ccc(OCC(=O)Nc2ccc(N3CCN(C(=O)c4ccco4)CC3)cc2)cc1	21%	-1%	?	-6%	-1%	5%	-8%
CCN(CC)S(=O)(=O)c1ccc2c(c1)N(CC(=O)NCCCN1CC(C)CC(C)C1)C(=O)CO2 (centres undefined)	2%	-1%	-18	8%	-2%	3%	-21%
CCC(c1ccccc1)c1nc(-c2cccnc2)no1 (centres undefined)	-10%	-4%	50	12%	-4%	0%	0%
C[C@H]1CN([C@@H](C)CO)C(=O)c2cc(Br)cnc2O[C@H]1CN(C)C(=O)c1ccc2c(c1)OCO2	nt	nt	-11	13%	nt	nt	11%
O=C(CCS(=O)(=O)c1ccc(Br)cc1)Nc1ccc(Br)cc1F	-26%	-15%	-39	8%	-16%	4%	4%
N#C/C(=C\C=C\c1ccccc1[N+](=O)[O-])C(=O)NC1CCCCC1	-34%	-4%	nt	-10%	-1%	9%	-3%
Cc1ccc(S(=O)(=O)N(C)C)cc1NC(=O)C(C)OC(=O)C1CCC1 (centres undefined)	-12%	nt	-16	19%	nt	nt	2%
Cc1cccc(C(=O)NC(C(=O)Nc2ccccc2N2CCOCC2)C(C)C)c1 (centres undefined)	-7%	-8%	-26	6%	15%	1%	-1%
COc1cnc(SC(C)C)[nH]c1=O	-7%	-3%	-9	-6%	12%	4%	-1%
CC(C)C(=O)NNC(=O)c1ccccn1	-14%	-8%	4	6%	-3%	2%	3%
Cc1c(COc2ccc3ccccc3c2)nnn1CC(=O)NS(=O)(=O)c1ccccc1C(F)(F)F	nt	nt	-13	10%	nt	nt	-1%
Cc1nc2ccccn2c1C(=O)Nc1ccc(Cl)cc1	8%	4%	-34	-17%	0%	3%	-2%
O=C(Nc1ccccc1)c1ccn[nH]1	-5%	?	54	-22%	-1%	-17%	-10%
COc1cccc(C(=O)Nc2ccccc2C(=O)OCc2cc(=O)n3c(C)csc3n2)c1	nt	?	-21	nt	-2%	nt	-6%
CCc1c(C)nc2nncn2c1NCc1ccc(OC)cc1	nt	18%	-34	nt	8%	nt	-4%
CCOc1ccccc1NC(=O)C1CCN(S(=O)(=O)c2ccc3[nH]c4c(c3c2)CCCCC4)CC1	nt	1%	?	nt	5%	nt	4%[15.4 µM]
CC(C(=O)N1CCCc2ccccc21)N1CCN(S(=O)(=O)c2ccccc2F)CC1 (centres undefined)	43%	-6%	40	1%	0%	-2%	2%
O=C(Nc1ccc2c(c1)OCO2)c1cccc(Cl)c1	-51%	-11%	36	0%	2%	?	-6%
Cc1c(C(=O)c2ccc([N+](=O)[O-])cc2)c(=O)n(C)c(=O)n1C	-4%	-8%	-32	7%	nt	3%	-8%
Cc1cc(-c2nnc(CCC(=O)N(C)C(C)c3cccs3)o2)no1 (centres undefined)	-8%	-3%	-15	1%	-2%	7%	3%
Clc1ccc(-n2nnnc2-c2ccccc2)cc1Cl	26%	-5%	-16	10%	9%	1%	-12%
c1coc(CN(Cc2cccs2)Cc2nnnn2C2CCCCC2)c1	-20%	?	?	2%	-28%	3%	-10%
Cn1cnnc1SCC(=O)Nc1ccc(N2CCOCC2)cc1	-11%	?	-15	3%	2%	-8%	-9%
O=C(CNC(=O)c1ccc2c(c1)S(=O)(=O)N=C1CCCCCN12)Nc1ccc(F)c(F)c1	-27%	-11%	-15	-7%	-2%	nt	-6%
CC(=O)N1CCc2nc3sc(C(=O)Nc4ccc(Cl)cc4F)c(N)c3c(C(F)(F)F)c2C1	nt	-1%	14	nt	-2%	nt	7%
CC(C)CC(NC(=O)c1ccc(Cl)cc1Cl)C(=O)O (centres undefined)	-7%	4%	2	-14%	0%	1%	1%
Cc1ccc(NS(=O)(=O)c2cccc(C(=O)OCC(=O)NCc3ccco3)c2)cc1	-30%	-8%	29	-8%	-33%[11.4 µM]	11%	-5%
CN(C)c1ccc(C(=O)N2CCC2(C)C(=O)O)cc1 (centres undefined)	nt	nt	-9	8%	nt	nt	8%
C/C(=N\NS(=O)(=O)c1ccc(C)cc1)c1ccc(C)s1	-36%	1%	-40	4%	?	0%	nt
CSc1ccc(Cl)c(C(=O)NNC(=O)c2csc(N3CCOCC3)n2)c1	-16%	-11%	-9	83%[activator]	-2%	nt	-1%
O=C(O)/C=C/c1coc2ccccc2c1=O	-14%	-2%	13	1%	-22%	-13%	-1%
Other results
SMILES	AmpC inh no detg	AmpC inh detg	HCMV inh	AMA1 RON2 block	Sm TGR block	LmPK inhibitor	Tb PYK inh
O=c1[nH][nH]c(-c2ccccc2)c1C=Nc1ccc(C(F)(F)F)cc1	-22%	?	23	13%	?	1%	-15%
CCOC(=O)C1CCCN(C(=O)c2cn(CC)c3ccc(S(=O)(=O)N(C)C)cc3c2=O)C1 (centres undefined)	-4%	?	-10	-7%	?	7%	-6%
CC(=O)c1c(C)[nH]c(C(=O)NNC(=O)COc2ccc(Cl)cc2C)c1C	-28%	-12%	?	70%[activator]	-1%	nt	4%
Cc1ccc(SCc2nc(-c3ccc(C(=O)Nc4cc(C)ccc4C)cc3)oc2C)cc1	nt	1%	-7	nt	-35%	nt	-7%
Cc1nc2c(C)cccn2c(=O)c1NC(=O)COc1ccccc1	-10%	?	-29	3%	7%	nt	0%
CCOc1ccc(C(C)=O)cc1Cc1c(O)[nH]c(=S)[nH]c1=O	-19%	2%	-7	7%	5%	-8%	-27%
C/C(=N\n1c(C)cc(C)c(C#N)c1=O)c1cccs1	-6%	-2%	-5	11%	1%	-1%	3%
Cc1cc(N/N=C/c2ccccc2[N+](=O)[O-])nc(-n2nc(C)cc2C)n1	82%[activator]	-6%	-99*	49%[activator]	9%	-10%	1%
Cc1nc(-c2ccccc2)sc1-c1ccc(SCC(=O)Nc2ccccc2)nn1	nt	-1%	-11	nt	-1%	nt	1%
